Pin1 inhibitor: human Pin1 inhibition. Q13526. Pin1 FP peptide displacement, HiFluor488, 10 min. Potency, µM (top dose mostly 115 µM), inactives show at the highest dose activity, negative = inhibition, actives largely listed as inhibitors. 390,000 tested, 0.009% active. AID 504891; active = well fitted inhibition curve with a large enough effect in the polarisation, with a control signal flat, not every such curve was filed as active; inconclusive = small, poorly fitted or top-dose-only effect, or effect the other way, or a change in a side signal; inactive = no such curve, though single readings can be large or run the other way; the % refers to the polarisation; note: potency is the fitted concentration of half-maximal effect; % is set by controls: 0 for no effect and ±100 for the full control effect
BAZ2B block: inhibitors of human BAZ2B bromodomain; Q9UIF8; AlphaScreen BAZ2B-H3K14Ac peptide displacement; Potency, µM (top dose mostly 114 µM), for the others: top-dose activity change, negative = inhibition, actives largely listed as inhibitors; 360,000 tested, 4.4% active; AID 504333; note: potency is the fitted concentration of half-maximal effect; % is set by controls: 0 for no effect and ±100 for the full control effect; nearly all actives have a fitted effect of over 60% in size
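AlphaScreen displacement: compounds (up to 110uM) incubated 30 min at room temperature with a preformed 50 nM BAZ2B/50 nM biotinylated H3K14Ac peptide complex in PBS pH 7.4 with Tween-20. Donor and acceptor beads at 10 ug/mL final added, 20 min light-protected before reading.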
PGK inhibitor: inhibitors of T. brucei phosphoglycerate kinase | 380,000 tested, 0.043% active | PGK/GAPDH coupled, Kinase-Glo luminescence, 60 min | Potency, µM (series often up to 57.5 µM), without a hit: at the highest dose activity change, negative = inhibition, hits mostly inhibitors | AID 602233; note: potency is the fitted concentration of half-maximal effect; % is set by controls: 0 for no effect and ±100 for the full control effect; nearly all actives have a fitted effect of over 60% in size
Target sequence (P07378 whole entry, looked up): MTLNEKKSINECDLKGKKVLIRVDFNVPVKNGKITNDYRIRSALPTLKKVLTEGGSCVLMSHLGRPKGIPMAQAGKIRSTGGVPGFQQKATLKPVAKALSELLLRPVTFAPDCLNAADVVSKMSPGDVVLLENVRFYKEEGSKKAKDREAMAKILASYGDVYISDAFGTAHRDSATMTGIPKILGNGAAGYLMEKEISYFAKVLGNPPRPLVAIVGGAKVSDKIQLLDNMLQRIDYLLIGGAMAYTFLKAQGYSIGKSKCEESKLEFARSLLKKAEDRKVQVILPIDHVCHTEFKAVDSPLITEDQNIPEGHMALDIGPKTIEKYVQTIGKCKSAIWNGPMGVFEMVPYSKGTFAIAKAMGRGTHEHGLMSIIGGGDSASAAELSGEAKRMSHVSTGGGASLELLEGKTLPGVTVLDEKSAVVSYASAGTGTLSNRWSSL
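Luminescent ATP detection (Kinase-Glo Plus) follows a 60-minute room-temperature incubation, with wells lacking PGK as controls. Buffer: 100 mM TEA (pH 7.6), 5 mM MgCl2, 0.01% Tween-20. Coupling enzyme GAPDH (100 nM final) supplies unstable 1,3-BPG in-well.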
JMJD2A Tudor inh: JMJD2A Tudor domain (human) inhibition; AlphaScreen JMJD2A-Tudor / H3K4me3 peptide binding; Potency, µM (titrated, usually from 114 µM), for the others: at the highest dose activity change, negative = inhibition, actives largely listed as inhibitors; 390,000 tested, 4.4% active; note: potency is the fitted concentration of half-maximal effect; % is set by controls: 0 for no effect and ±100 for the full control effect; nearly all actives have a fitted effect of over 50% in size
ERG-DNA inh: inhibitors of human ERG Ets domain-DNA interaction; fluorescence polarization, His-ERG Ets domain / labelled DNA; 370,000 tested, 0.028% active; P11308; Potency, µM (top dose mostly 76.9 µM), without a hit: at the highest dose FP activity, negative = inhibition, most hits filed as inhibitors; active = well fitted inhibition curve with a large enough effect in the polarisation, with a control signal flat; inconclusive = small, poorly fitted or top-dose-only effect, or effect the other way, or a change in a side signal; inactive = no such curve, though single readings can be large or run the other way; the % refers to the polarisation;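 note: polarization taken with two DNA probes labelled with fluorescein and Texas red; potency is the fitted concentration of half-maximal effect; % of control where 0% means no effect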
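His-tagged ERG Ets domain (1 uM in the protein solution; 300mM KCl, 50mM Tris-HCl, 1mM EDTA, 1mM DTT, pH 7.5) received compound, then a probe mix of 5 nM fluorescein-DNA and 100nM Texas-615-DNA. Fluorescence polarization was read for both dyes.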
GLS inhibitor: inhibitors of human glutaminase (GLS); GLS enzymatic activity, qHTS titration; Potency, µM (titrated, usually from 45.5 µM), for the others: top-dose activity change, negative = inhibition, hits mostly inhibitors; 410,000 tested, 0.21% active; O94925; note: potency is the fitted concentration of half-maximal effect; % is set by controls: 0 for no effect and ±100 for the full control effect
Target sequence (O94925 whole entry, looked up): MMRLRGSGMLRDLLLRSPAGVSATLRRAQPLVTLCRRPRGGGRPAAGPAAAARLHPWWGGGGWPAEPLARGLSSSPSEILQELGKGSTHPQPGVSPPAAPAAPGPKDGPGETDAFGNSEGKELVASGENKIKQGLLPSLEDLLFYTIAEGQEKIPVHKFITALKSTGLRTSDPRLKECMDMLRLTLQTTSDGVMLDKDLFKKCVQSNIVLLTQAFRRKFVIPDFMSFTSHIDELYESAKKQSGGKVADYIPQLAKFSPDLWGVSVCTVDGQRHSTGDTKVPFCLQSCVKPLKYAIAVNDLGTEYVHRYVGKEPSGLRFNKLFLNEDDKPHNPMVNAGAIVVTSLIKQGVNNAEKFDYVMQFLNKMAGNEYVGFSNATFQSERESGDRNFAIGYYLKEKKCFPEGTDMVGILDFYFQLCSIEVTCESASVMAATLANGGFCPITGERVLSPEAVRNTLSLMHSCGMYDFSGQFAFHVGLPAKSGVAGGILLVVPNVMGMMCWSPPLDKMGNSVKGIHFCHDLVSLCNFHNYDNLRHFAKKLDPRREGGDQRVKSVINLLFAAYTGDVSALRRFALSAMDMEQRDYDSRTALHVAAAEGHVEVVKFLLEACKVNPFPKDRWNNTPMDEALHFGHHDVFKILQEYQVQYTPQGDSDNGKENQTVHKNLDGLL
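Human kidney-isoform GLS in 45 mM KH2PO4 pH 8.2, 0.02% Tween-20, with compound, started with 1mM L-Glutamine (added stock). Glutamate oxidase/HRP/Amplex red coupled fluorescence read at start and after 30 min at RT.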
G9a inh: blocks human histone lysine methyltransferase G9a | G9a H3K9 monomethylation, AlphaScreen, 2 h | Q96KQ7 | 350,000 tested, 8.8% active | Potency, µM (titrated, usually from 102 µM), for inactives: at the highest dose activity, negative = inhibition, most hits filed as inhibitors; note: potency is the fitted concentration of half-maximal effect; % is set by controls: 0 for no effect and ±100 for the full control effect; nearly all actives have a fitted effect of over 75% in size
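G9a (20 nM) preincubated 15 min RT with compounds, then 500 nM biotinylated H3K9 peptide and 20 uM SAM added; 2 h RT reaction. Monomethyl-H3K9 product detected by AlphaScreen with anti-H3K9me1 antibody, streptavidin donor and anti-rabbit IgG acceptor beads.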
PI4K2A block: blocks human PI4K2A kinase activity | purified PI4K2A, ADP-Glo luminescence, 1 h; active compounds read low | activity change, negative = inhibition, % at 76.9 µM | 420,000 tested, 0.13% active; in the data active = activity change below about -50%; inconclusive = mostly about -30% to -49%;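 note: -100% = wells without enzyme as full effect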
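Compounds are screened against recombinant PI4K2A using PI as substrate and ATP, the latter dispensed at 300 microM. Reactions run one hour at ambient temperature before ADP-Glo detection; full inhibition defined by wells lacking enzyme.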
HP1b chromo inh: blocks HP1-beta chromodomain binding to methylated histone tails; P83916; AlphaScreen HP1-beta / biotin-H3K9me3 peptide binding; Potency, µM (series often up to 114 µM), without a hit: at the highest dose activity change, negative = inhibition, usual class: inhibitors; 390,000 tested, 0.56% active; AID 540317; note: potency is the fitted concentration of half-maximal effect; nearly all actives have a fitted effect of over 70% in size; inactives centre near 23
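Compound inhibition of the preformed complex between 50 nM HP1-beta and 50 nM biotinylated H3K9me3 peptide was read by AlphaScreen. Buffer was PBS pH 7.4 with 0.01% Tween-20. Incubations ran 30 min at room temperature, with 10 ug/mL donor/acceptor beads.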
* marks the source's active call; other numbers are inactive results; i = inactive; ? = inconclusive; / = no result given; [ ] = another dose, or the depositor's remark. Unless noted, calls come from the whole dose curve; as a rule, active = well fitted curve in the direction sought with a large enough effect; inconclusive = small, poorly fitted or top-dose-only effect, or another doubt; inactive = no such curve, though single readings can be large; an effect the other way counts as inactive or inconclusive.

| Pin1 inhibitor | BAZ2B block | PGK inhibitor | JMJD2A Tudor inh | ERG-DNA inh | GLS inhibitor | G9a inh | PI4K2A block | HP1b chromo inh | SMILES |
| --- | --- | --- | --- | --- | --- | --- | --- | --- | --- |
| 3% | -6% | -2% | -3% | 0% | -1% | 38%[59 µM] | 2 | 39%[activator] | O=C1N/C(=N\N=C\c2cccs2)SC1Cc1cccc(Cl)c1Cl (stereo unspecified) |
| -1% | 33% | -5% | 4% | 0% | 2% | 1%[59 µM] | -1 | 54%[activator][57 µM] | CSc1nc2c([nH]c3ccccc32)c(=O)n1-c1ccc(F)cc1 |
| 3% | 17% | -3% | 8% | 5% | -15% | 56%[activator] | 4 | 76%[activator] | CCc1nn2c(NCCOC)cc(C)nc2c1-c1ccc(F)cc1 |
| -13% | -36% | i | -6% | 3% | -11% | 40µM* | -2 | 46% | Cc1ccc(CNCCNCCO)s1 |
| 54%[activator] | -2% | i | -2%[57.1 µM] | 6% | 0% | -16%[59 µM] | -1 | 58%[activator] | COc1ccccc1N(C)S(=O)(=O)c1ccc(C(=O)OCC(=O)c2c[nH]c3ccccc23)cc1 |
| 4% | -4% | -6% | -1% | 3% | -2% | 0%[59 µM] | 1 | 44%[activator] | CCC(C)[C@H](NC(=O)N1CCCCC1)C(=O)OC (stereo partly specified) |
| 5% | -36% | i | -16% | -8% | 2% | 24% | -5 | 22% | O=C(Nc1nnc(C2CCCO2)s1)c1ccc(Br)cc1 (stereo unspecified) |
| 3% | -8% | -7% | -13% | 7% | 13% | -6%[59 µM] | 3 | 10% | COc1cccc(-n2cnc3sc(C)c(C)c3c2=O)c1 |
| -8% | 7% | 5% | -11% | -8% | 7% | 9% | -6 | 3% | Cc1ccc(S(=O)(=O)c2cc3c(=O)n4ccccc4nc3n(C3CCCC3)c2=N)cc1 |
| -1% | / | -6% | -35% | 4% | 11% | / | 0 | -8% | Nc1cc2c(cc1Cl)-c1ccccc1C2 |
| 2% | 9% | -8% | 6% | -5% | 4% | -45%[2.33 µM] | -4 | 17% | CCCc1cc(=O)oc2cc(C)cc(O)c12 |
| -10% | -4% | / | 4% | / | 4% | 17%[59 µM] | -8 | 1% | CC(OC(=O)C1=Cc2ccccc2OC1)C(=O)NC1CCCC1 (stereo unspecified) |
| -2% | -14% | -4% | ? | -7% | -6% | 16%[59 µM] | 3 | 25% | O=C(N/N=C1\NC(=O)C(CO)(CO)S1)c1ccccc1 |
| 0% | -10% | -3% | -4% | 11% | -7% | 4% | 3 | 23% | O=C(NC1CCCc2ccccc21)c1n[nH]c(=O)c2ccccc12 (stereo unspecified) |
| -4% | -23% | -8% | -3% | 8% | -6% | 15%[59 µM] | -3 | 45%[activator] | CC1CCCN(CCCNC(=O)C2CC(=O)N(CCc3ccccc3)C2)C1 (stereo unspecified) |
| 0% | 14% | -6% | -5% | 10% | -4% | 13%[12.7 µM] | -5 | 50%[activator] | CCOC(=O)C1=C(COC(=O)C2CC(=O)N(c3ccc(CC)cc3)C2)NC(=O)NC1C (stereo unspecified) |
| 33%[activator] | 3% | 1% | -21% | 1% | 3% | 11%[12.7 µM] | -2 | 13% | Cc1ccc(-n2nnnc2SCC(=O)N2CC(=O)Nc3ccccc32)cc1 |
| -1% | -35% | 1% | 3% | 1% | 0% | 3%[12.7 µM] | -5 | 28% | O=C(Cn1cnc2cc([N+](=O)[O-])ccc2c1=O)Nc1cccc2ccccc12 |
| -9% | -1% | -9% | -8% | -5% | 4% | -23% | 1 | 37% | CCC1=NC(c2ccccc2)N(O)C1(C)C (stereo unspecified) |
| 7% | 2% | -1% | -8% | 1% | 1% | 17% | -12 | 54%[activator] | COc1cccc(Oc2nc(-c3ccncc3)nc3ccccc23)c1 |
| -1% | -15% | i | -6% | -7% | -2% | 11% | -1 | 13%[57 µM] | O=C(CN1C(=O)COc2ccccc21)N1CCN(C2CCCCC2)CC1 |
| -5% | 8%[57.1 µM] | 9% | -5% | 3% | 1% | -28%[59 µM] | -9 | 26% | CCc1cccc(NC(=O)CCS(=O)(=O)c2ccc(C)cc2)c1 |
| 4% | / | -1% | -6% | -13% | 3% | / | -2 | 75%[activator] | C=CC[C@@H](CC(=O)N[C@H](CO)Cc1ccccc1)C(=O)N[C@@H](C)COC(=O)[C@@H](CC=C)CC(=O)OC(C)(C)C |
| 7% | -17% | -3% | -1% | 2% | -10% | 7% | 5 | 31% | O=C(Nc1ccnc(-c2ccncc2)n1)c1ccccc1Cl |
| -5% | 5% | -4% | -11% | -8% | -9% | ? | 4 | 26% | O=C(NCCN1CCOCC1)c1ccc(=O)oc1 |
| 1% | -3% | -1% | 22% | 7% | 0% | 37% | -1 | 19% | CCc1ccc(NC(=O)C(=S)NC2CCCCC2)cc1 |
| -4% | -25% | -8% | -17% | 16% | 11% | 13% | 3 | 12% | COc1ccccc1N1CCN(C2CCCN(C(=O)C3=NN(C)C(=O)CC3)C2)CC1 (stereo unspecified) |
| -5% | 1% | / | -4% | / | -3% | -26%[59 µM] | -1 | 6% | CCCc1cc(O)c2c(C)cc(=O)oc2c1 |
| 5% | / | -5% | -35% | 9% | 0% | / | -5 | 25% | COC(=O)[C@@]12CCCCN1[C@H](c1ccc(-c3ccc(Cl)c(Cl)c3)c(OC)c1)[C@@H]1C(=O)N(C)C(=O)[C@@H]12 |
| -1% | -10% | -4% | -11% | -1% | -5% | ? | -4 | 56%[activator] | CN(NC1CC(=O)N(c2ccccc2)C1=O)c1ccccc1 (stereo unspecified) |
| 1% | 3% | 1% | -14% | -5% | 31% | 35µM* | -15 | -18% | Cc1ccc(C(=O)NNC(=S)Nc2cccc3ccccc23)s1 |
| 10% | 0% | -5% | -9% | 9% | -3% | -24%[59 µM] | -1 | 35% | COc1ccc(CCNC(=O)c2ccc(Cn3c(=O)c4ccccc4n(CC(=O)C(C)(C)C)c3=O)cc2)cc1OC |
| -4% | -3% | i | -9% | -3% | 0% | -1% | 0 | 8% | Cc1cc(NC(=O)c2ccc(Cl)c(S(=O)(=O)N3CCOCC3)c2)no1 |
| ? | -2% | 4% | -8% | 1% | 0% | -2%[59 µM] | 1 | 28%[57 µM] | Cc1cccc(-c2nnc(SCc3cc(=O)c4cccc(Cl)c4[nH]3)n2C)c1 |
| 7% | -34% | 2% | -13%[11.4 µM] | -6% | 7% | 1%[2.33 µM] | 3 | 12% | C/C(=N/NS(=O)(=O)c1ccc(Br)cc1)c1ccc(NC(=O)c2ccc(C)o2)cc1 |
| -16% | -13% | i | 8% | 7% | -14% | 9% | 2 | 50%[activator] | O=C(Nc1nncs1)c1ccc(F)c(S(=O)(=O)N2CCCCC2)c1 |
| -3% | 24% | 9% | 81%[activator] | -3% | 7% | 148%[activator][59 µM] | 7 | 91% | Cc1cccc(Oc2c(C=O)c3ccccc3n2C)c1 |
| 0% | 10% | -6% | 16%[11.4 µM] | -9% | -14% | -2%[12.7 µM] | -4 | 37% | COc1ccc(-c2nnc(SCCc3ccccc3)n2N)cc1 |
| -10% | 11% | i | -11% | 2% | -2% | ? | -4 | 60%[activator] | COc1ccc(-n2c(Cc3cc(=O)[nH]c(=O)[nH]3)nnc2SCc2ccccc2)cc1 |
| 4% | -33% | -5% | -15% | / | -6% | 5%[59 µM] | 0 | -2% | COc1ccc(NC(=O)COn2nnc3ccc(Cl)cc32)cc1OC |
| 12% | -11% | 5% | -12% | -2% | -12% | -22%[59 µM] | -6 | 15% | COC(=O)C1CCN(CC(=O)Nc2cc(C)c3c(=O)oc4ccccc4c3n2)CC1 |
| -2% | 8% | -8% | 10%[11.4 µM] | -2% | -3% | -3% | 2 | -14% | CCCOc1ccc2oc(=O)c3c(c2c1)CCCN3C(=O)CN1CCN(c2ncccn2)CC1 |
| -1% | 1% | -1% | -6% | 6% | -2% | -7% | 1 | 39% | COc1ccc(C(CC(=O)N2CCN(C)CC2)NC(=O)C(F)(F)F)cc1 (stereo unspecified) |
| -2% | -4% | 6% | 0% | -1% | -10% | -7% | 1 | 52%[activator] | COCC(=O)NNC(=O)c1ccc(OC)cc1 |
| -13% | 6% | -7% | -21% | -6% | -17% | 3%[59 µM] | -1 | 32% | Cc1ccc(S(=O)(=O)NC(=NCC(=O)O)c2ccc(F)cc2)cc1 |
| 4% | 22% | i | -7% | 6% | -9% | 23%[12.7 µM] | -1 | 49%[activator] | Cc1c(Cl)cnc(NC(=O)COC(=O)c2cccs2)c1Cl |
| 4% | -17% | 0% | -20% | -4% | 9% | 1% | 2 | 20% | CN(C)C1(CNC(=O)C2CCN(S(=O)(=O)c3ccccc3C(F)(F)F)CC2)CCCCC1 |
| 31%[activator] | -31% | -6% | -20% | 2% | -7% | -1%[59 µM] | 1 | 36% | Cc1ccc(Nc2sc(C(=O)c3ccccc3)c(N)c2S(=O)(=O)c2ccccc2)cc1Cl |
| 24% | -2% | i | -3% | -11% | -1% | ? | 1 | 45%[activator] | O=C(c1cc2sccc2n1Cc1ccccc1)N1CCc2ccccc21 |
| 1% | -33% | 1% | ? | 8% | 3% | ? | -11 | -16% | Cc1ccc(/C=N/c2sc3c(c2C(N)=O)CCCC3)o1 |
| -7% | -1% | -5% | -1% | -2% | 0% | 5%[12.7 µM] | -5 | 14% | Cc1ccc(OC(C)C(=O)N2CCc3ccccc32)cc1 (stereo unspecified) |

Bioassay records deposited in PubChem BioAssay by National Center for Advancing Translational Sciences (NCATS).

No enrichment for hits, and some 11% of all compounds hit somewhere here.
